CHT allo act: allosteric activators of human choline transporter CHT | CHT-expressing cells, membrane potential dye, choline EC20; stronger effect = higher value; LV-AA mutant CHT in HEK293 cells | Q9GZV3 | AID 488977 | actives 0.49% (n = 310,000) | B-score at 10 µM;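 active = initial fluorescence not abnormally high and integrated response B-score, plate-corrected, over 3 SD above library mean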
CHT inh: inhibitors of human choline transporter CHT; CHT-expressing cells, membrane potential dye, choline response; stronger effect = lower value; B-score at 10 µM; actives 0.86% (n = 310,000);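 active = B-score over 3 SD under the library average, and starting fluorescence ratio not unusually high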;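 note: choline stimulus applied at its EC90 after an EC20 pre-addition; B-score computed on integrated fluorescence ratio after choline addition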
STK33 inh: human STK33 kinase inhibition. purified STK33, MBP phosphorylation, ADP-Glo luminescence. inhibition, % at 10 µM. Q9BYT3. AID 2661. actives 0.073% (n = 320,000);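 active = inhibition at or above 25%, using the most active replicate where run in duplicate; inactive = inhibition below 25%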
Target sequence (Q9BYT3 whole entry, looked up): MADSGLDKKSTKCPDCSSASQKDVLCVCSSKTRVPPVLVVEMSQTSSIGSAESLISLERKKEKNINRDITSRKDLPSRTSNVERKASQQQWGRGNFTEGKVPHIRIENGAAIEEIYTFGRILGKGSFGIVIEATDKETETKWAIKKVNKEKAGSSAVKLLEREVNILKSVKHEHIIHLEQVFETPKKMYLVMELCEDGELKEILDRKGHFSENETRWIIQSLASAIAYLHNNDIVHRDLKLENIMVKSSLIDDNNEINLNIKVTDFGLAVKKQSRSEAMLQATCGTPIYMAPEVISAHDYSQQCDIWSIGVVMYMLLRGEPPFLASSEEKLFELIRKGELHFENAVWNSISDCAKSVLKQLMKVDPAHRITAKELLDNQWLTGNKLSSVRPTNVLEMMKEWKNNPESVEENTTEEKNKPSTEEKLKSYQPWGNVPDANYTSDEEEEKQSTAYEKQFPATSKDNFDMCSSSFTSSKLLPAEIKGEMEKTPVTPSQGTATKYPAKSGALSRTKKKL
* hit, by the source's call; & = joins results of further samples. Not all compounds are listed. The share of hits here may be higher or lower than overall.

Results for CC(C)(CO)C(O)C(=O)NCCCO (configuration not stated) ?
CHT allo act: inactive; CHT inh: inactive; STK33 inh: -0.5

How did CC[C@]1(O)C[C@@H]2CN(CCc3c([nH]c4ccccc34)[C@@](C(=O)OC)(c3cc4c(cc3OC)N(C)[C@H]3[C@@](O)(C(=O)OC)[C@H](OC(C)=O)[C@]5(CC)C=CCN6CC[C@]43[C@@H]65)C2)C1 do in these assays?
CHT allo act: inactive; CHT inh: inactive; STK33 inh: -0.9

How did O=C(O)CNC(=O)c1ccccc1 do in these assays?
CHT allo act: inactive; CHT inh: inactive; STK33 inh: -0.8

How did C/C=C(/C)C(=O)O[C@@H]1c2cc(OC)c(OC)c(OC)c2-c2c(cc3c(c2OC)OCO3)C[C@H](C)[C@]1(C)O do in these assays?
CHT allo act: inactive; CHT inh: inactive; STK33 inh: -0.1

How did C[C@H]1c2cccc(O)c2C(O)=C2C(=O)[C@]3(O)C(O)=C(C(N)=O)C(=O)[C@@H](N(C)C)C3[C@@H](O)C21 (some centres not stated) do in these assays?
CHT allo act: inactive; CHT inh: inactive; STK33 inh: -0.2

What do the screens show for `CCOC(=O)NNc1nncc2ccccc12`?
CHT allo act: inactive; CHT inh: inactive; STK33 inh: -0.8

How did CCC(=O)O[C@]1(C(=O)SCF)[C@H](C)C[C@H]2[C@@H]3C[C@H](F)C4=CC(=O)C=C[C@]4(C)[C@@]3(F)[C@@H](O)C[C@@]21C do in these assays?
CHT allo act: inactive; CHT inh: inactive; STK33 inh: -1.0

Results for CCc1c2c(nc3ccc(OC(=O)N4CCC(N5CCCCC5)CC4)cc13)-c1cc3c(c(=O)n1C2)COC(=O)[C@]3(O)CC ?
CHT allo act: inactive; CHT inh: inactive; STK33 inh: 1.7

Results for O=C(O)/C=C/c1ccc(O)cc1 ?
CHT allo act: inactive; CHT inh: inactive; STK33 inh: 0.2

How did COc1cc([C@H]2Oc3cc([C@H]4Oc5cc(O)cc(O)c5C(=O)[C@@H]4O)ccc3O[C@@H]2CO)ccc1O do in these assays?
CHT allo act: inactive; CHT inh: inactive; STK33 inh: -0.5

What do the screens show for `COC(=O)C1=CO[C@@H](OC2OC(CO)C(O)C(O)C2O)[C@@H]2[C@@H](C)[C@@H](O)C[C@H]12` (some centres not stated)?
CHT allo act: inactive; CHT inh: inactive; STK33 inh: -1.3

How did O=c1ccn([C@H]2C[C@H](O)[C@@H](CO)O2)c(=O)[nH]1 do in these assays?
CHT allo act: inactive; CHT inh: inactive; STK33 inh: -0.7

Results for CNc1c2c(nn1C)CCCC2 ?
CHT allo act: inactive; CHT inh: inactive; STK33 inh: -1.2

What do the screens show for `C[C@@H]1C[C@H]2[C@@H]3C[C@H](F)C4=CC(=O)C=C[C@]4(C)[C@@]3(F)[C@@H](O)C[C@]2(C)[C@@]1(O)C(=O)COC(=O)C(C)(C)C`?
CHT allo act: inactive; CHT inh: inactive; STK33 inh: 0.8

How did COc1ccc(/C=N/NC(=O)c2ccncc2)cc1OC do in these assays?
CHT allo act: inactive; CHT inh: inactive; STK33 inh: 0.3

What do the screens show for `CN(C)CCOc1ccccc1Cc1ccccc1`?
CHT allo act: inactive; CHT inh: inactive; STK33 inh: -1.3

How did Nc1ncnc2nc[nH]c12 do in these assays?
CHT allo act: inactive; CHT inh: inactive; STK33 inh: 1.3&2.1&4.8

Results for O=c1cc(-c2ccc(O)cc2)oc2cc(O[C@@H]3O[C@H](CO)[C@@H](O)[C@H](O)[C@H]3O[C@@H]3OC[C@](O)(CO)[C@H]3O)cc(O)c12 ?
CHT allo act: inactive; CHT inh: inactive; STK33 inh: 13

How did CCCCC1C(=O)N(c2ccccc2)N(c2ccccc2)C1=O do in these assays?
CHT allo act: inactive; CHT inh: inactive; STK33 inh: -0.2

Results for COc1ccc2ccc(=O)oc2c1 ?
CHT allo act: inactive; CHT inh: inactive; STK33 inh: 0.0

How did COc1cc2nc(N3CCN(C(=O)[C@H]4COc5ccccc5O4)CC3)nc(N)c2cc1OC do in these assays?
CHT allo act: inactive; CHT inh: inactive; STK33 inh: -1.0

What do the screens show for `CCCCCCc1ccc(O)cc1O`?
CHT allo act: inactive; CHT inh: -6.7*; STK33 inh: -1.1

What do the screens show for `Cc1cccc(C)c1NC(=O)C1CCCCN1C` (configuration not stated)?
CHT allo act: inactive; CHT inh: inactive; STK33 inh: 1.8

Results for CC(=O)Nc1ccc(O)cc1 ?
CHT allo act: inactive; CHT inh: inactive; STK33 inh: 0.6

Ordered by molecular weight (descending): part of the list above.
How did C/C=C(/C)C(=O)O[C@@H]1c2cc(OC)c(OC)c(OC)c2-c2c(cc3c(c2OC)OCO3)C[C@H](C)[C@]1(C)O do in these assays?
CHT allo act: inactive; CHT inh: inactive; STK33 inh: -0.1

What do the screens show for `CCOC(=O)NNc1nncc2ccccc12`?
CHT allo act: inactive; CHT inh: inactive; STK33 inh: -0.8

Results for CNc1c2c(nn1C)CCCC2 ?
CHT allo act: inactive; CHT inh: inactive; STK33 inh: -1.2

Further structures follow.
How did COc1ccccc1OCCNCC(O)COc1cccc2[nH]c3ccccc3c12 (configuration not stated) do in these assays?
CHT allo act: inactive; CHT inh: inactive; STK33 inh: 1.1

What do the screens show for `C=C1c2cccc(O)c2C(O)=C2C(=O)[C@]3(O)C(O)=C(C(N)=O)C(=O)[C@@H](N(C)C)[C@@H]3[C@@H](O)[C@H]12`?
CHT allo act: inactive; CHT inh: inactive; STK33 inh: 2.6

How did Cn1c(=O)c2c(ncn2CCO)n(C)c1=O do in these assays?
CHT allo act: inactive; CHT inh: inactive; STK33 inh: -1.0

How did CCCOC(=O)c1ccc(O)cc1 do in these assays?
CHT allo act: inactive; CHT inh: inactive; STK33 inh: -0.3

How did Cc1[nH]c2ccccc2c1/C=N/NC(N)=S do in these assays?
CHT allo act: inactive; CHT inh: inactive; STK33 inh: 2.4

What do the screens show for `NNC(=O)CP(=O)(c1ccccc1)c1ccccc1`?
CHT allo act: inactive; CHT inh: inactive; STK33 inh: -1.8

How did NC(N)=NC(=O)Cc1c(Cl)cccc1Cl do in these assays?
CHT allo act: inactive; CHT inh: inactive; STK33 inh: -0.1

Results for COc1ccc(CN2CCN(C(c3ccc(F)cc3)c3ccc(F)cc3)CC2)c(OC)c1OC ?
CHT allo act: inactive; CHT inh: inactive; STK33 inh: -0.2

Results for Cc1cccc2c1NC(=O)/C2=C\C(=O)c1cccs1 ?
CHT allo act: inactive; CHT inh: inactive; STK33 inh: -0.6

Results for O=C(Nc1ccc(C(=O)O)c(O)c1)c1ccccc1 ?
CHT allo act: inactive; CHT inh: inactive; STK33 inh: 1.1

How did COC(c1ccccc1)(c1ccccc1)C(Oc1nc(C)cc(C)n1)C(=O)O (configuration not stated) do in these assays?
CHT allo act: inactive; CHT inh: inactive; STK33 inh: 0.9

Quoted at random: two entries already listed, in no set order.
How did NC(N)=NC(=O)Cc1c(Cl)cccc1Cl do in these assays?
CHT allo act: inactive; CHT inh: inactive; STK33 inh: -0.1

Results for Cc1cccc2c1NC(=O)/C2=C\C(=O)c1cccs1 ?
CHT allo act: inactive; CHT inh: inactive; STK33 inh: -0.6

Grouped by structure: those above with fluorine (3)
How did CCC(=O)O[C@]1(C(=O)SCF)[C@H](C)C[C@H]2[C@@H]3C[C@H](F)C4=CC(=O)C=C[C@]4(C)[C@@]3(F)[C@@H](O)C[C@@]21C do in these assays?
CHT allo act: inactive; CHT inh: inactive; STK33 inh: -1.0

What do the screens show for `C[C@@H]1C[C@H]2[C@@H]3C[C@H](F)C4=CC(=O)C=C[C@]4(C)[C@@]3(F)[C@@H](O)C[C@]2(C)[C@@]1(O)C(=O)COC(=O)C(C)(C)C`?
CHT allo act: inactive; CHT inh: inactive; STK33 inh: 0.8

Results for COc1ccc(CN2CCN(C(c3ccc(F)cc3)c3ccc(F)cc3)CC2)c(OC)c1OC ?
CHT allo act: inactive; CHT inh: inactive; STK33 inh: -0.2

High-throughput results as filed in PubChem BioAssay.
